aSyn yeast inh = rescues yeast growth from alpha-synuclein toxicity; Potency, µM (doses to about 46.1 µM), without a hit: at the highest dose growth rescue (activation), usual class: activators; AID 652106; 0.14% of 370,000 active; Yeast expressing alpha-synuclein, growth rescue, BacTiter-Glo, 24 h; further: potency means the concentration at half of the fitted maximal effect; % of control where 0% means no effect; nearly all actives have a fitted effect of over 65% in size
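Screening used galactose-induced yeast with toxic alpha-synuclein levels, exposed to compound for 24 hr at 30 deg C. Cell growth, read with BacTiter-Glo luminescence, gave the measured signal.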
PLK1 PBD inh = PLK1 (human) polo-box domain binding inhibition; Plk1 PBD binding of FITC phosphopeptide, fluorescence polarization; 2.8% of 360,000 active; P53350; Potency, µM, without a hit: max response, negative = inhibition, hits mostly inhibitors; further: potency means the concentration at half of the fitted maximal effect; series mostly up to about 57 µM; on the % scale 0 is the no-effect control and ±100 the full control effect; nearly all actives have a fitted effect of over 65% in size
IL-2 act = activates IL-2 in a cell-based reporter assay; 0.065% of 360,000 active; activation, % (series mostly up to about 46 µM); IL-2 activation reporter assay, cell-based qHTS; stimulated with anti-CD3/CD4/CD28 beads; in transgenic mouse T cells; in the data active means activation above about 50%; inconclusive means mostly about 30% to 49%; further: 0% is about no effect
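EGFP and DsRed fluorescence is measured by plate cytometry in unstimulated transgenic mouse T cells exposed to compound for 60 minutes, then stimulated 18 hours at 37 degrees C with anti-CD3/anti-CD4 beads plus anti-CD28.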
PI5P4K alpha inh = PI5P4K alpha (human) kinase inhibition; AID 652105; 1.2% of 330,000 active; P48426; PI5P4Kalpha enzyme, ADP-Glo luminescence, 60 min; active compounds read low; max response, %; active means max response of -50% or lower; inconclusive means between -30% and -50%; inactive means -30% or higher; further: value at the top dose of about 77 µM; on the % scale 0 is the no-effect control and ±100 the full control effect
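Quantitative HTS of the MLSMR library against PI5P4Kalpha with substrate. ATP added last at 5 microM final; room temperature, 60 minutes. Remaining ATP depleted, ADP converted and read as luminescence.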
FUS yeast rescue = FUS proteinopathy suppression in yeast; S. cerevisiae FUS-expressing, growth rescue, OD600, 24 h; Potency, µM (top dose mostly 76.6 µM), for the others: top-dose growth rescue (activation), hits mostly activators; 0.24% of 390,000 active; AID 1347120;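 further: potency means the concentration at half of the fitted maximal effect; plate controls were DMSO vehicle for no effect and reference control for full effect; nearly all actives have a fitted effect of over 55% in size; some results filed as inactive show a strong effect at the top dose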
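S. cerevisiae expressing FUS from galactose induction served as the toxicity model. Growth after 24hr at 30C, read as absorbance at 600 nm, indicates suppression of toxicity; compounds dosed at several concentrations.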
Abeta rescue = A-beta toxicity reversal in yeast. yeast expressing A-beta42, growth rescue, OD600, 48 h; response scale: 0% DMSO, 100% iron-clioquinol control. Potency, µM (series often up to 46.1 µM), for inactives: at the top dose growth rescue, actives largely listed as activators. 0.063% of 410,000 active; further: potency means the concentration at half of the fitted maximal effect; nearly all actives have a fitted effect of over 55% in size
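Yeast growth medium received pinned compounds, then yeast cells expressing toxic A-beta were added; plates incubated at 30 C for 48 hr. Growth read as absorbance at 600 nm, normalized to DMSO and equimolar FeCl3 plus clioquinol controls.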
EPAC1 antagonist = EPAC1 (human) antagonism. O95398. AID 720709. Potency, µM (doses to about 115 µM), for the others: at the highest dose activity change, negative = inhibition, hits mostly inhibitors. 0.14% of 360,000 active. EPAC1 GEF assay, Rap1b-BODIPY-GDP exchange fluorescence;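 further: potency means the concentration at half of the fitted maximal effect; plate controls were vehicle for no effect and positive control for full effect; nearly all actives have a fitted effect of over 50% in size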
Target sequence (O95398 whole entry, looked up): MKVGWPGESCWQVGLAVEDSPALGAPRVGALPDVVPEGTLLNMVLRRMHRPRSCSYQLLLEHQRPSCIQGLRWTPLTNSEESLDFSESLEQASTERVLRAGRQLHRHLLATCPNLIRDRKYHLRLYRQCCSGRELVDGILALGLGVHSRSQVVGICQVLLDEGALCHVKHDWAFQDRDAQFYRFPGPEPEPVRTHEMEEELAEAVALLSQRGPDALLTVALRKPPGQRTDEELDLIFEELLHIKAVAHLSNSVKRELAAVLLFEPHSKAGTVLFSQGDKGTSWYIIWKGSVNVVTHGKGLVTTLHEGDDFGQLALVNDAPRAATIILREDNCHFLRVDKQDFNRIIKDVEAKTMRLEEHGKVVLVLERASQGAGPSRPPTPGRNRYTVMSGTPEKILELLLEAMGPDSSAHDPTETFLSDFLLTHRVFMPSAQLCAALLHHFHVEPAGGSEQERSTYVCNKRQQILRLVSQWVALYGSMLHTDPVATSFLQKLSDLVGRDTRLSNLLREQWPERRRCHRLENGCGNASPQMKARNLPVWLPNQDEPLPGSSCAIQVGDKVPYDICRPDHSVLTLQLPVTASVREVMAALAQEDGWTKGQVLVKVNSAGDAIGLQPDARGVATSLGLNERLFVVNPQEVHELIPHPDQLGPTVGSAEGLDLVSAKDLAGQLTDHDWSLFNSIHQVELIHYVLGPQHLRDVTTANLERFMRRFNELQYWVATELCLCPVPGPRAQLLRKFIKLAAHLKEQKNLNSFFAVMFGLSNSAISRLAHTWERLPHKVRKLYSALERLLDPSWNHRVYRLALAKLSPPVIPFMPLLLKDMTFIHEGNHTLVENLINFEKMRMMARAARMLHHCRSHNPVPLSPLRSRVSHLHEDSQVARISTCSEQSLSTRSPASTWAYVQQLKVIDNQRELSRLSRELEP
WRN helicase inh = blocks human WRN helicase. Potency, µM (series often up to 114 µM), without a hit: top-dose activity change, negative = inhibition, usual class: inhibitors. Q14191. WRN helicase unwinding, fluorescent forked duplex, kinetic. 0.46% of 360,000 active. AID 651768; further: potency means the concentration at half of the fitted maximal effect; on the % scale 0 is the no-effect control and ±100 the full control effect; nearly all actives have a fitted effect of over 55% in size
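Kinetic red-fluorescence monitoring (525/598 nm) tracks WRN helicase activity after 100 nM fluorophore-quencher forked duplex and 2 mM ATP are added to 20 nM enzyme pretreated 15 min at room temperature with compound.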
EPAC1 ag = agonists of human EPAC1; O95398; EPAC1 agonist qHTS, biochemical assay; response scale: 100% = response to 6.5 mM cAMP; Potency, µM (titrated, usually from 154 µM), without a hit: top-dose activation, hits mostly activators; 0.073% of 360,000 active; further: potency means the concentration at half of the fitted maximal effect; nearly all actives have a fitted effect of over 60% in size
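Nucleotide exchange assay: 100 nM EPAC1 with 250 nM Rap1B loaded with BODIPY-GDP and 50 uM GDP, room temperature. Fluorescence (480/540 nm) read every 5 min for 30 min; signal change normalized to 6.5 mM cAMP as full agonist.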
Starred values were filed as active, the others as inactive; ? = inconclusive; nt = not tested or not shown; & = joins results of further samples; [ ] = another dose, or the depositor's remark. Unless noted, the call rests on the fitted dose curve; in most records, active means well fitted curve in the direction sought with a large enough effect; inconclusive means small, poorly fitted or top-dose-only effect, or another doubt; inactive means no such curve, though single readings can be large; an effect the other way counts as inactive or inconclusive.

SMILES | aSyn yeast inh | PLK1 PBD inh | IL-2 act | PI5P4K alpha inh | FUS yeast rescue | Abeta rescue | EPAC1 antagonist | WRN helicase inh | EPAC1 ag
COCCNC(=O)c1ccccc1-c1nc(-c2ccccc2Cl)no1 | -14% | -9% | 0.4 | 14 | -1% | -22% | 7% | -5% | 1%
Cc1ccc(-n2ncc3c(=O)n(CC(=O)N4CCN(C(=O)c5ccco5)CC4)cnc32)cc1 | -4% | -3% | -0.1 | 3 | nt | -12% | -8% | -12% | 1%
C[C@H]1CCC(=O)N([C@H](CSc2ccc(Br)cc2)Cc2ccccc2)CC1 | 21% | -18% | -1.4 | -2 | -1% | 9% | -7% | 12% | -10%
O=C(CSc1nnc(-c2ccccc2)o1)NC(=O)Cc1ccccc1 | 0% | -18% | -5.6 | -1 | nt | 8% | 7% | -23% | 4%
O=C(NC(=O)N1CCN(c2ccc([N+](=O)[O-])cn2)CC1)c1c(Cl)cccc1Cl | -3% | -1% | -1.5 | -5 | -13% | -6% | -5% | 5% | -5%
Cc1ccc(NC(=O)Nc2ncnc3nc[nH]c23)cc1 | 4% | -24% | -2.0 | -12 | 10% | 9% | 14% | -1% | 6%
Cc1nn(-c2ccccc2)c(C)c1NC(=O)COc1ccc(Cl)cc1Cl | 0% | -5% | 0.8 | 6 | nt | 10% | -26% | -1% | 3%
O=C(NC1CCCCCCC1)c1ccc2c(c1)OCO2 | -3% | -15% | 0.0 | -3 | 7% | -15% | -1% | -4% | -1%
N#CC1=C2CCCCC2(O)NC1=O (stereo not drawn) | 2% | -7% | 5.5 | 1 | -30% | 3% | 8% | -5% | 8%
Cc1cc(OCCOc2cccc3cccnc23)c(C)cc1Cl | -3% | -3% | 1.9 | -5 | -27% | 9% | -2% | 5% | -4%
O=C(NNC(=O)c1ccc[nH]1)Nc1cccc(C(F)(F)F)c1 | 1% | -8% | -0.6 | 2 | 2% | 9% | -11% | -1% | 1%
CCS(=O)(=O)N1CCN(CC(=O)NC2CCCCC2)CC1 | -7% | 21µM* | 1.6 | -8 | -15% | -2% | -14% | 7% | -9%
S=C1NCN(Cc2cccnc2)CN1Cc1ccccc1 | 2% | 0% | 0.6 | 11 | -4% | -5% | -12% | -28% | -4%
CC(=O)N(C(C)=O)c1cccc2c(N(C(C)=O)C(C)=O)cccc12 | -16% | 1% | -0.8 | nt | 28% | 7% | -3% | 2% | -4%
CCc1ccc(NC(=O)CCc2c(C)nn(-c3ccc(N4CCOCC4)nn3)c2C)cc1 | 6% | -2% | 1.2 | 0 | 21% | nt | -5% | -6% | 4%
Cn1c(N)c(S(=O)(=O)N2CCN(c3ccccc3)CC2)c(=O)n(C)c1=O | 2% | -4% | -1.1 | -4 | 8% | -2% | -26% | 1% | -18%
COc1ccccc1S(=O)(=O)Cc1ccc(C(=O)NCc2cccs2)o1 | 0% | -2% | 0.3 | -7 | 5% | 9% | -29% | -2% | 1%
CC(C)CN(C(=O)CN1CCN(S(=O)(=O)c2ccccc2)CC1)c1c(N)n(CC(C)C)c(=O)[nH]c1=O | 1% | -1% | -1.7 | 5 | nt | 1% | 3% | -11% | -1%
Cc1ccc(-c2ccc(CN3C(C(C)C)C(=O)N(Cc4cn(CC5CCCCC5)nn4)CCS3(=O)=O)cc2)cc1 (stereo not drawn) | 24% | -14% | -3.7 | 2 | 42% | -15% | -7% | -6% | 3%
COc1ccc(C2SCCN2S(=O)(=O)c2ccc(F)cc2)cc1OC (stereo not drawn) | 0% | -6% | -1.2 | nt | 15% | -16% | 3% | 15% | 3%
Cc1cccc(C)c1N1CCN(c2ccc3nnc(C(F)(F)F)n3n2)CC1 | -18% | -10% | 0.2 | 18 | 39% | -4% | -23% | -26% | -5%
CN(C(=O)C(C)(C)C)c1ccc(OCC(=O)N2CCc3ccccc3C2)cc1 | 3% | -8% | -0.7 | -7 | 27% | 7% | -6% | 9% | 7%
O=C(CCCc1nc(-c2ccccc2)no1)NC1CCCC1 | 4% | 0% | -0.2 | -1 | 10% | -9% | 7% | 7% | 1%
CN(C)c1ccnc(Oc2ccc(F)cc2)c1C#N | 3% | 0% | 1.2 | nt | 1% | -22% | 0% | -2% | -5%
CN(C)CCNC(=O)C(=O)NCC(c1ccc2c(c1)OCO2)N1CCN(c2ccc(F)cc2)CC1 (stereo not drawn) | -2% | -13% | -2.1 | 2 | -8% | -2% | -2% | 6% | -9%
CC(C)Cc1ccc(S(=O)(=O)Nc2ccc3[nH]c(=O)[nH]c3c2)cc1 | 2% | -3% | -2.6 | 2 | -1%&-27% | -11%&-14% | 12% | 7% | -2%
COc1ccccc1CN1C2CCCC1CC(NC(=O)/C=C/c1ccccc1)C2 (stereo not drawn) | -14% | -6% | -0.6 | 3 | 17% | -15% | -16% | 10%[57.1 µM] | 9%
COC(=O)[C@]12CCCCC=C1N(Cc1ccc3c(c1)OCO3)C(=O)[C@H](CC(=O)NCCC(C)C)C2 | -2% | 4% | 0.6 | -3 | 23% | 5% | 16% | 0% | -3%
O=C(O)c1ccccc1NC(c1ccccc1)c1ccc2cccnc2c1O (stereo not drawn) | 2% | 0.6µM* | -3.8 | -57* | nt | -45%[inhibitor] | -12% | 14µM* | 14%
O=C1CC(c2ccccc2)C(=O)N2C(=O)CC(c3ccccc3)C(=O)N12 (stereo not drawn) | 5% | -7% | 2.1 | 2 | -4% | -6% | -19% | 4% | 2%
COc1ccc(OCCC(=O)OCc2c(C)noc2C)cc1 | 4% | -11% | -2.2 | -5 | 12% | -13% | -17% | 8% | -1%
CCC1Oc2ccccc2N(CC(=O)NCCCN2CCCCC2CC)C1=O (stereo not drawn) | -4% | -6% | 0.9 | nt | -3% | 1% | 9% | 4% | 2%
CCOc1ccccc1N=CC1=C(O)CC(c2ccccc2)CC1=O (stereo not drawn) | 2% | 12% | -0.5 | 3 | 12% | 6% | 3% | 10% | -6%
CC(=O)c1ccc(S(=O)(=O)N2CCNC(=O)C2)cc1 | 5% | ? | 2.5 | ? | 20% | 2% | 0% | 2%[11.6 µM] | -6%
Cc1ccccc1CN(C)C(=O)COC(=O)CSc1ccc([N+](=O)[O-])cc1 | 6% | -20% | 0.7 | -2 | 17% | 10% | -21% | -21% | 2%
CCOc1ccc(C(=O)NC2CC3CCCC(C2)N3CC(C)C)cc1 (stereo not drawn) | 0% | 2% | 0.3 | -1 | -38% | -7% | 13% | 2% | 11%
CCOC(=O)C1CCN(CC(=O)NC(=O)NC2CCCCC2)CC1 | 3% | -2% | 0.6 | 2 | 4% | 15% | -1% | 5% | 5%
O=C(Cc1c(Cl)cccc1Cl)NCCc1ccc(Cl)cc1 | 6% | -3% | -2.6 | 1 | 25% | 3% | -11% | 7% | -7%
Cc1ccc(CCN2C(=O)CCC2(C)C(=O)NCc2cccnc2)cc1 (stereo not drawn) | -3% | -8% | -0.6 | nt | -5% | -3% | -7% | 4% | 13%
COc1ccccc1NC(=O)c1c(N=Cc2c(O)ccc3ccccc23)cnn1C | 7% | 12% | -0.9 | 0 | 19% | 16% | 3% | -15% | 9%
O=C(C1=C(O)C(=O)N(Cc2cccnc2)C1c1ccccn1)c1cccs1 (stereo not drawn) | 1% | -9% | -0.1 | 5 | -2% | 6% | -2% | 3% | 3%
Cc1cnc(CN2CCCC(C(=O)c3ccc4c5c(cccc35)CC4)C2)[nH]1 (stereo not drawn) | 9% | -10% | 2.0 | -7 | 20% | -6% | -16% | -8% | 1%
C=CCOc1ccc(C(=O)c2ccccc2)c(OCC(=O)NC2(C#N)CCCC2)c1 | ? | 0% | -5.1 | 5 | 1% | -1% | -9% | -2% | -4%
COc1ccc(N(CC2CO2)S(=O)(=O)c2ccccc2)cc1 (stereo not drawn) | 2% | -11% | 1.5 | 0 | 19% | -14% | -22% | -8% | -2%
CCOC(=O)c1ccc(NC(=O)Cn2cnc(S(=O)(=O)N3CCCC3)c2)cc1 | -4% | -7% | -2.8 | 1 | 26%&11% | 2%&-7% | -24% | 9% | -1%
CCOc1ncccc1C(=O)Nc1ncc(C)s1 | -8% | -15% | 0.0 | -5 | 3% | -12% | -2% | 7% | -8%
Cc1cc(-c2nnn(CCCOC(C)(C)C)c2C)ccc1-c1cn(CCCOC(C)(C)C)nn1 | -2% | -3% | -1.1 | 2 | -6% | 6% | -11% | -9% | 9%
Cc1ccc(OCc2cc(C(=O)N3CCN(C)C[C@@H]3c3ccccc3)no2)cc1C | 2% | 4% | -5.2 | 7 | nt | -1% | -6% | -3% | 7%
O=S(=O)(N/N=C/c1ccc(OC2CSC2)cc1)c1ccccc1 | 15% | -3% | -3.8 | -3 | 1% | 6% | -10% | 1% | -6%
CCCCCCSc1ccc(-c2nc3cnccn3c2NC2CCCCC2)cc1 | 1% | 4% | 0.8 | 0 | 3% | -7% | 10% | 2% | -20%
CCCOc1ccc(CC(CC(=O)O)(C(=O)O)C(=O)O)cc1 | 3% | -1% | 1.0 | 10 | -3% | 2% | 16% | -4% | -5%
COc1ccc(OC)c(/C=N/c2c(-c3ccc(O)c(OC)c3)nc3ccccn23)c1 | -22% | -14% | 5.5 | -7 | -9% | -16% | 1% | 4% | 14%
COC(=O)c1ccc(-n2c(CCC(=O)O)ccc2-c2ccc(C)cc2)cc1 | 21% | -18% | -3.1 | -2 | 33%&41% | 5%&-8% | -3% | -11% | -10%
NS(=O)(=O)c1ccccc1 | 0% | -18% | -1.6 | 2 | 2% | 3% | 18% | 0% | 9%

Entries from the list above with a tert-butyl group:
SMILES | aSyn yeast inh | PLK1 PBD inh | IL-2 act | PI5P4K alpha inh | FUS yeast rescue | Abeta rescue | EPAC1 antagonist | WRN helicase inh | EPAC1 ag
CN(C(=O)C(C)(C)C)c1ccc(OCC(=O)N2CCc3ccccc3C2)cc1 | 3% | -8% | -0.7 | -7 | 27% | 7% | -6% | 9% | 7%
Cc1cc(-c2nnn(CCCOC(C)(C)C)c2C)ccc1-c1cn(CCCOC(C)(C)C)nn1 | -2% | -3% | -1.1 | 2 | -6% | 6% | -11% | -9% | 9%
